# SKN-1 block: suppressors of acrylamide-induced Pgst-4::GFP reporter in worms, primary screen, SKN-1 inhibitor project, whole organism, uHTS, GFP/RFP fluorescence ratio, strain VP596; AID 624304, 2012; C. elegans VP596 Pgst-4::GFP/RFP ratio, 24 h; inhibition, % at 21.8 µM; 360,000 tested, 0.49% active;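 active = interference check ratio from 0.5 to 1.5 plus GFP to RFP signal ratio inhibition reaching or exceeding a fixed threshold, cut at about 30% in these data, passing the limit was not always enough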; also: some compounds called inactive have numbers as strong as hits
# eLon inh: inhibitors of E. coli Lon protease, primary screen, biochemical, fluorescence polarization. purified E. coli Lon protease. AID 602123, 2011. 360,000 tested, 0.42% active. inhibition, % at 7.94 µM; in the data active = inhibition above about 13%, passing the limit was not always enough;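 also: 0% = enzyme with probe and DMSO and 100% = no enzyme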
# PABP1 MLLE inh: inhibitors of PABP1 MLLE–PAM2 peptide binding, primary screen, biochemical, fluorescence polarization, FITC-PAM2, GST-MLLE; Polyadenylate-binding protein 1 (Homo sapiens), P11940; inhibition, % at 20 µM; 360,000 tested, 0.36% active; AID 588489, 2011; in the data active = inhibition above about 35%, passing the limit was not always enough;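 also: plate controls were DMSO wells with GST-MLLE for no effect and wells lacking GST-MLLE protein for full effect; some results filed as inactive read as strong as hits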
# Target sequence (P11940 whole entry, looked up): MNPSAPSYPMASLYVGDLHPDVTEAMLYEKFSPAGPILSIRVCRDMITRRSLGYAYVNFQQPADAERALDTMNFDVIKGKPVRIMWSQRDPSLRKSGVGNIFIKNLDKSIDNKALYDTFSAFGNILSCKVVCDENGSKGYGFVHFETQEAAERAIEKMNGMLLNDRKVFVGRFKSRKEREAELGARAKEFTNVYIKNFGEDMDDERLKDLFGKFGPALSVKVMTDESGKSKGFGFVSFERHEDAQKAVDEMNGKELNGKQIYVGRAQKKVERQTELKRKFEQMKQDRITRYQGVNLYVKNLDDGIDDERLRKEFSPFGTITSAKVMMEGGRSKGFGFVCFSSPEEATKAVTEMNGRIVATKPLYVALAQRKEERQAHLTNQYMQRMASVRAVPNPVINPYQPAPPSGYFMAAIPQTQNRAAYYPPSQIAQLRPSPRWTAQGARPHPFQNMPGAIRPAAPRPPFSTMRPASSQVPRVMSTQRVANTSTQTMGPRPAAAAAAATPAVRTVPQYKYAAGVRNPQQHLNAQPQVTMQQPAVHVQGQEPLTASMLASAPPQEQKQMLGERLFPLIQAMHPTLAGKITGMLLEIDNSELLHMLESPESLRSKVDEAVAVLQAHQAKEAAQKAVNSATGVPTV
# FAS TE block: FAS thioesterase domain inhibitors, primary screen, biochemical, fluorescence intensity, uHTS; recombinant FAS-TE, OMFH fluorogenic substrate, fluorescence endpoint; inhibition, % at 15 µM; 360,000 tested, 0.67% active; AID 602261, 2012;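 active = compounds whose normalised, plate-corrected inhibition of enzyme fluorescence in the single-dose primary screen is 50% or more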;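 also: 0% = DMSO with enzyme and 100% = substrate without enzyme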
# MsrA act: bovine MsrA enzyme activators, primary screen, biochemical, absorbance, HTS; purified bovine MsrA, absorbance read-out; activation, % at 10.6 µM; Methionine sulfoxide reductase A (Bos taurus); AID 602163, 2012; 360,000 tested, 0.3% active; in the data active = activation above about 7.5%;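 also: 0% = vehicle and 100% = reference activator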
# TbMetRS inhib: T. brucei MetRS inhibitors, primary screen, biochemical, luminescence. purified T. brucei MetRS, ATP depletion, Kinase-Glo luminescence. methionyl-tRNA synthetase (Trypanosoma brucei brucei). 360,000 tested, 0.4% active. AID 624268, 2012. inhibition, % at 11.9 µM;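 active = inhibition above a per-plate cutoff of the control wells' mean inhibition plus 3 SD, cut at about 5.5% in these data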;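 also: 0% = DMSO wells median and 100% = median of wells with control inhibitor compound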
#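 Material – parasite MetRS enzyme · Medium – HEPES-MgCl2-KCl buffer plus DTT, spermine, BSA, pyrophosphatase · Reagent – ATP, methionine and E. coli bulk tRNA substrates · Times – 15 min enzyme-compound preincubation, 2 h reaction, 10 min detection, 25 °C · Measured by – luminescence of leftover ATP · Evaluation – percent inhibition relative to median high and low control wells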
# MsrA inhibitor: bovine MsrA enzyme inhibitors, primary screen, biochemical, absorbance, HTS. Methionine sulfoxide reductase A (Bos taurus). purified bovine MsrA, absorbance read-out. inhibition, % at 15.5 µM. 360,000 tested, 0.75% active; in the data active = inhibition above about 4.5%;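 also: 0% = vehicle wells with enzyme and 100% = reference inhibitor wells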
# MT1-MMP act inh: blockers of MT1-MMP proenzyme processing, primary screen, HT1080 RFP-PRO-GFP cells, GFP/RFP fluorescence; GFP/RFP ratio change, % at 20 µM; AID 651647, 2012; 360,000 tested, 0.061% active; GFP/RFP ratio fluorescence, overnight; percent of plate control window, DMSO zero;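 active = GFP/RFP ratio change of at least 30% with cell ATP level not reduced by more than half and red fluorescence within 50% of control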; also: strong numbers were not always called active
#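 Assay system – RFP-PRO-GFP reporter HT1080 cells · Compound dosing – single dose of 20 µM compound, 1% DMSO final · Incubation – overnight compound exposure at 37 °C · Measure – GFP/RFP fluorescence ratio · Benchmarks – DMSO wells and RFP-L50D-GFP cells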
# NRP1-CendR mod: modulators of CendR peptide binding to NRP-1, primary screen, biochemical, fluorescence polarization, uHTS; AID 602438, 2012; FAM-RPARPAR peptide binding to NRP-1; 360,000 tested, 0.85% active; inhibition, % at 25 µM;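 active = inhibition or corrected inhibition above about 18%, plus a signal ratio from 0.5 to 1.5, limit read from the data, passing the limit was not always enough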; also: strong numbers were not always called active
# Starred values were filed as active, the others as inactive; nt = not tested or not shown.
SMILES,SKN-1 block,eLon inh,PABP1 MLLE inh,FAS TE block,MsrA act,TbMetRS inhib,MsrA inhibitor,MT1-MMP act inh,NRP1-CendR mod
O=C(NC(=O)N1CCC2(CC1)OCCO2)c1ccc(Cl)cc1,-5,3,2,-2,-9,-0.8,-0.8,-3,-11
CN(c1ccc(O)cc1)c1ccc([N+](=O)[O-])c2nonc12,7,-10,-12,-4,4,0.5,2.4,0,-3
COC(=O)C1=C(c2ccc(F)cc2F)C[C@@H]2CC[C@H]1N2C(=O)NC1CC1,-12,2,0,-9,-8,-0.5,nt,-1,-6
CCC(=NCCCN1CCOCC1)c1c(O)n(Cc2ccccc2)c(=O)[nH]c1=O,-13,-2,2,-8,-2,0.5,0.5,0,-7
CCOc1ccccc1-n1c(O)c(C=Nc2c(C)n(C)n(-c3ccccc3)c2=O)c(=O)[nH]c1=O,3,-8,6,-6,-5,0.3,4.2,0,8
COC(=O)C1=C(c2ccc(OC(F)(F)F)cc2)C[C@@H]2CC[C@H]1N2C(=O)NCc1cc(C)oc1C(F)(F)F,-1,0,-1,17,-3,-0.1,0.1,-8,13
Cc1cccc(CN2CCN(Cc3ccc(Cl)cc3)CC2)c1,-19,3,8,-2,-5,0.5,0.3,2,-3
Cc1ccc2c(c1)C(c1ccccc1)=NCC(=O)N2,5,-4,-5,-3,-1,-0.6,1.4,3,6
COc1cccc2c1O[C@H]1C(=O)CC[C@H]3CN(C)CCC231 (some centres not stated),13,-10,2,0,-1,0.0,-0.5,-5,2
CC(C)(CN)CC(=O)O,-10,-5,3,-2,-2,-0.6,-1.4,3,-4
CC(Cc1ccccc1Sc1ccccc1)N(C)C (configuration not stated),6,13,13,-10,-8,-0.7,-0.2,-16,14
CC(=O)Nc1cc(C(=O)N2CCC3(CC2)OCCO3)ccc1Sc1ccc(C)cc1,-11,-2,4,-5,-3,-0.1,0.1,6,-3
CN(C)CCCNCC(=O)Nc1ccc(Cl)cc1C(=O)c1ccccc1,4,-3,-16,-8,-12,2.6,1.8,8,-8
C[N+](C)(C)CC(=O)Nc1ccc(Cl)cc1C(=O)c1ccccc1,-5,3,5,-8,-6,-0.6,-0.4,2,10
CCCCC(=O)N/N=C/c1c(O)n(CC)c(=S)n(CC)c1=O,5,-292,-81,41,-2,2.5,5.4*,-20,-61

# Some of the entries above in a different format:
COC(=O)C1=C(c2ccc(OC(F)(F)F)cc2)C[C@@H]2CC[C@H]1N2C(=O)NCc1cc(C)oc1C(F)(F)F
  SKN-1 block: -1	eLon inh: 0	PABP1 MLLE inh: -1	FAS TE block: 17	MsrA act: -3	TbMetRS inhib: -0.1	MsrA inhibitor: 0.1	MT1-MMP act inh: -8	NRP1-CendR mod: 13
Cc1cccc(CN2CCN(Cc3ccc(Cl)cc3)CC2)c1
  SKN-1 block: -19	eLon inh: 3	PABP1 MLLE inh: 8	FAS TE block: -2	MsrA act: -5	TbMetRS inhib: 0.5	MsrA inhibitor: 0.3	MT1-MMP act inh: 2	NRP1-CendR mod: -3
Cc1ccc2c(c1)C(c1ccccc1)=NCC(=O)N2
  SKN-1 block: 5	eLon inh: -4	PABP1 MLLE inh: -5	FAS TE block: -3	MsrA act: -1	TbMetRS inhib: -0.6	MsrA inhibitor: 1.4	MT1-MMP act inh: 3	NRP1-CendR mod: 6

# Next entries:
SMILES,SKN-1 block,eLon inh,PABP1 MLLE inh,FAS TE block,MsrA act,TbMetRS inhib,MsrA inhibitor,MT1-MMP act inh,NRP1-CendR mod
CC(=NCc1ccc2c(c1)OCO2)c1c(O)n(-c2ccc(C)cc2)c(=O)[nH]c1=O,1,10,-4,3,-6,-0.9,2.3,2,1
CCOc1cc2c(cc1OCC)-n1cccc1C(c1ccccc1F)NC2 (configuration not stated),6,-7,-5,-1,-1,-0.2,1.1,-1,6
O=C(O)C(Cl)(Cl)Cl,-7,-10,3,-4,2,-0.2,-1.1,9,-3
COC(=O)C1C(O)C(C)C(O)C(C)/C=C\C=C(/C)C(=O)Nc2c(C)c(OC(C)=O)c3c(c2O)C(=O)C(C)=C2OCOC(=C23)/C(C)=C/C(C)(O)C(O)C(C)C1O (configuration not stated),7,-7,-5,-5,1,0.0,0.8,2,-4
CCn1c(C)c(C(=O)NCCc2ccccc2)c2cc(OC)ccc21,17,-2,8,0,-2,-0.6,-0.3,-3,-4
C#CCCC[C@@H]1OC(=O)CNC(=O)C([C@@H](C)CC)NC(=O)[C@@H]2CCCN2C(=O)C([C@@H](C)CC)OC(=O)[C@H](Cc2ccccc2)N(C)C(=O)[C@H](C(C)C)NC(=O)C1(C)C (some centres not stated),1,-11,-8,9,-5,-1.4,0.5,0,0
Cc1cc(S(=O)(=O)NC(C)C)ccc1OCC(=O)N1CCN(Cc2ccc3c(c2)OCO3)CC1,-4,-2,7,20,-9,-1.1,1.3,13,0
CCCCCCCn1c(=O)c(C(=O)Nc2cnccn2)c(O)c2ccccc21,19,-6,-4,20,-3,-0.2,-1.5,-10,16
N=c1c[n+](C2CCCCC2)[n-]o1,-6,8,-6,-2,-7,-0.3,-0.2,4,-8
CN(C)C(=O)Oc1cc(=O)n2c3c(cccc13)CCC2,-3,-10,8,-5,-10,-1.5,0.9,nt,-1
CC1CN(c2ccc([N+](=O)[O-])c3cccnc23)CC(C)N1 (configuration not stated),-7,12,5,3,2,-0.8,1.9,1,-2
CCOC(=O)C1=C(N)OC2=C(C(=O)CC(C)(C)C2)C12C(=O)Nc1ccccc12 (configuration not stated),-5,-7,-5,-3,0,-0.5,-0.8,-1,-2
CC(C)(C)n1nnnc1C(C1CC1)N1CCC2(CC1)C(=O)NCN2c1ccccc1 (configuration not stated),7,-1,1,1,-1,0.8,-0.2,7,15
CC1CC(C)CN(CC(=O)c2ccc(OC(F)F)cc2)C1 (configuration not stated),-5,2,10,-10,-4,-0.3,1.6,-1,3
COC(=O)C1=C(c2ccc(Cl)c(C(F)(F)F)c2)C[C@@H]2CC[C@H]1N2C(=O)NCc1ccc2c(c1)OCO2,0,6,-4,25,0,0.0,1.9,4,2
CC(C(=O)c1cn(C)c2ccccc12)c1ccccc1 (configuration not stated),15,8,8,10,0,-0.4,1.1,1,8
O=S(=O)(c1ccc(O)cc1)c1ccc(O)cc1,9,-1,-2,-5,-7,-0.9,-0.6,3,-3
O=C1C2CCN(CC2)C1Cc1ccc(OCc2ccccc2)cc1 (configuration not stated),-1,-3,0,-1,1,-0.4,0.6,-1,1
N[C@@H](Cc1c[nH]c2ccccc12)c1nnc(SCc2ccccc2F)o1,3,15,-36,3,0,0.6,-0.3,1,1
COc1cccc(C(=O)C2CCCN(Cc3cccc4c3OCO4)C2)c1 (configuration not stated),-14,-8,-3,6,-2,0.0,0.9,-4,-1
Cc1ccc(-n2nc(C)cc2NC(=O)COc2cc(C)cc3oc(=O)c4c(c23)CCC4)cc1,13,8,1,19,-1,-0.2,-0.6,6,3
O=C(C1CCN(c2nc3ccc(Br)cc3s2)CC1)N1CCC2(CC1)OCCO2,3,5,-8,2,2,-0.6,0.0,-6,4
COC(=O)C1C2c3ccccc3C(c3ccccc32)C1C(=O)OC (configuration not stated),1,-4,10,-2,-3,-0.5,-0.8,-1,0
COc1ccc(C2C(C(=O)N3CCC4(CC3)OCCO4)c3cc(OC)c(OC)cc3C(=O)N2C)cc1 (configuration not stated),5,-7,-8,-9,0,-0.2,-0.8,1,5
Cc1c(N=Cc2c(O)n(CCc3ccccc3)c(=O)[nH]c2=O)c(=O)n(-c2ccccc2)n1C,11,-9,-3,-3,-2,0.6,2.2,-5,-14
C[C@@H]1O[C@@H](O[C@@H]2C=C3CCC4C(CC[C@]5(C)[C@@H](c6ccc(=O)oc6)CC[C@]45O)[C@@]3(C)CC2)[C@H](O)[C@H](O)[C@H]1O (some centres not stated),-12,3,-4,-4,-9,-1.3,-0.2,-41,-2
CCC1=CCN(CCc2c(C)[nH]c3ccccc23)CC1,6,4,-2,-1,-2,-0.1,-0.4,-2,6
COc1ccc(C(=O)C2CCCN(Cc3ccsc3)C2)cc1OC (configuration not stated),2,-11,-7,-10,-6,-1.3,0.9,0,-1
CC(=O)OC1N=C(c2ccccc2)c2ccccc2NC1=O (configuration not stated),-3,-2,1,-6,-3,-0.1,0.0,7,2
CCOc1ccc(N)cc1,2,-9,10,-6,-3,-0.2,-0.1,6,-8
C=C1C(=O)OC2CC3(C)OC3C3OC3C3=CC(OC3=O)C12 (configuration not stated),-5,-6,25,8,-12,-0.2,0.9,5,-10
CC1=CC2OC3CC4OC(=O)C=CC=CC(C(C)O)OCC(O)C5(C)OC5C(=O)OCC2(CC1O)C4(C)C31CO1 (configuration not stated),40*,-10,6,-5,-5,-0.5,0.0,-46,9
CCOS(C)(=O)=O,11,1,-26,-2,-4,-0.2,-0.4,-3,2
C=CCc1cc(OC)c2c(c1)OCO2,-5,-11,6,-6,-3,-0.2,-0.5,0,2
OCCN(CC#CC(O)(c1ccccc1)C1CCCC1)CCO (configuration not stated),3,-4,0,-7,1,0.1,0.2,-1,3
CC1=CC(=O)OC2CC3OC4C[C@@H](C)C5OC6CC7O[C@]8(C)C/C=C\C9OC%10CC%11OC(CC(C)C%12OCCO%12)CC(O)[C@]%11(C)OC%10CC9OC8C[C@]7(C)O[C@]6(C)CCC5OC4C[C@]3(C)OC12 (some centres not stated),6,-4,11,32,-1,-0.1,nt,12,14
CCNc1nc2[nH]c(=O)c3c(c2s1)OC(N)=C(C#N)C3c1cccs1 (configuration not stated),-11,11,-60,-4,-9,-0.3,1.7,-1,-20
CCOc1cc2c(cc1OCC)-n1cccc1C(c1cccc(F)c1F)NC2 (configuration not stated),14,-3,6,10,-1,-0.7,-0.9,5,13
COC(=O)C1=CO[C@@H](C)[C@H]2CN3CC[C@]4(C(=O)Nc5ccccc54)[C@@H]3C[C@H]12,2,-13,-5,-5,-6,0.6,1.4,0,4
C=CCn1c(O)c(C(CC)=NC(C)c2ccccc2)c(=O)[nH]c1=O (configuration not stated),-10,0,-10,-8,-1,-0.3,0.7,13,4
CN1C(=O)C(=Cc2ccc(N3CCCCCC3)o2)C(=O)N(C)C1=S,30,-123,-109,-15,-9,-1.6,0.8,-71,141
S=C(NCCc1ccccc1)N1Cc2cc(Br)ccc2-n2nncc2C1,15,0,-122,62*,-5,1.7,2.5,5,12

# Structures above that have a nitro group on carbon:
SMILES,SKN-1 block,eLon inh,PABP1 MLLE inh,FAS TE block,MsrA act,TbMetRS inhib,MsrA inhibitor,MT1-MMP act inh,NRP1-CendR mod
CN(c1ccc(O)cc1)c1ccc([N+](=O)[O-])c2nonc12,7,-10,-12,-4,4,0.5,2.4,0,-3
CC1CN(c2ccc([N+](=O)[O-])c3cccnc23)CC(C)N1 (configuration not stated),-7,12,5,3,2,-0.8,1.9,1,-2

# Source: PubChem BioAssay (several laboratories)

# Only part of the results is shown, so the mix of outcomes need not match the whole.
